# Screening data (PubChem BioAssay)
# ssDAF12 agonist: S. stercoralis DAF-12 nuclear receptor activators, primary screen, cell-based, luminescence, HEK293, GRIP1 co-expression, lit1-tk-luc; Nuclear hormone receptor DAF-12 (Strongyloides stercoralis); HEK293 ssDAF-12/GRIP1 lit1-tk-luc reporter; % of 3 µM dafachronic acid response; activation, % at 6.8 µM; actives 1% (n = 370,000); AID 652126, 2013;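 active = activation above the mean over all tested compounds plus 3 SD, cut at about 0.9% in these data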;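 note: 0% = DMSO-only wells and 100% = 3 µM delta7-dafachronic acid wells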
# DAX1 inh-1: DAX1 (NR0B1) inhibitors on StAR promoter, primary screen, cell-based, luminescence, SF-1 (NR5A1), full-length DAX-1; HEK293T StAR-luciferase reporter, SF-1/DAX-1 repression relief; inhibition, % at 6.8 µM; actives 1.1% (n = 370,000); AID 652010, 2013;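 active = inhibition above the mean over all tested compounds plus 3 SD, cut at about 3.6% in these data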;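 note: 0% = DAX-1 cells with DMSO and 100% = cells lacking DAX-1 with DMSO; higher inhibition means more luminescence from relief of DAX-1 repression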
# SMARCA2 act: SMARCA2 (BRM) function activators, primary screen, cell-based, luminescence, high throughput; AID 652017, 2013; MG213 cells, MMTV-luciferase reporter, dexamethasone, overnight; actives 1% (n = 370,000); activation, % at 9.1 µM; in the data active = activation above about 7.8%;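 note: 0% = vehicle wells and 100% = reference activator wells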
# HGIII-sPLA2 inh: human group III sPLA2 inhibitors, primary screen, biochemical, QFRET, BODIPY PC-A2 liposome substrate | Group 3 secretory phospholipase A2 (Homo sapiens), Q9NZ20 | QFRET BODIPY PC-A2 liposome hydrolysis, fluorescence | inhibition, % at 12.2 µM | actives 0.56% (n = 370,000) | AID 743126, 2013;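 active = inhibition above mean plus 3 SD of compounds lying within the high and low control bounds, cut at about 19% in these data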;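 note: 0% = median of test compound wells and 100% = no enzyme DMSO wells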
# NPR2 activator: human GC-B receptor activators, primary screen, HEK293 GC-B cells, cGMP TR-FRET, EC30 CNP | 0% at EC30 CNP, 100% saturating CNP | activation, % at 10 µM | actives 0.11% (n = 370,000) | AID 1920062, 2024;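 active = activation at 10 µM reaching about 35% in either raw or pattern-adjusted values, limit read from the data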
# Target sequence (P20594 whole entry, looked up): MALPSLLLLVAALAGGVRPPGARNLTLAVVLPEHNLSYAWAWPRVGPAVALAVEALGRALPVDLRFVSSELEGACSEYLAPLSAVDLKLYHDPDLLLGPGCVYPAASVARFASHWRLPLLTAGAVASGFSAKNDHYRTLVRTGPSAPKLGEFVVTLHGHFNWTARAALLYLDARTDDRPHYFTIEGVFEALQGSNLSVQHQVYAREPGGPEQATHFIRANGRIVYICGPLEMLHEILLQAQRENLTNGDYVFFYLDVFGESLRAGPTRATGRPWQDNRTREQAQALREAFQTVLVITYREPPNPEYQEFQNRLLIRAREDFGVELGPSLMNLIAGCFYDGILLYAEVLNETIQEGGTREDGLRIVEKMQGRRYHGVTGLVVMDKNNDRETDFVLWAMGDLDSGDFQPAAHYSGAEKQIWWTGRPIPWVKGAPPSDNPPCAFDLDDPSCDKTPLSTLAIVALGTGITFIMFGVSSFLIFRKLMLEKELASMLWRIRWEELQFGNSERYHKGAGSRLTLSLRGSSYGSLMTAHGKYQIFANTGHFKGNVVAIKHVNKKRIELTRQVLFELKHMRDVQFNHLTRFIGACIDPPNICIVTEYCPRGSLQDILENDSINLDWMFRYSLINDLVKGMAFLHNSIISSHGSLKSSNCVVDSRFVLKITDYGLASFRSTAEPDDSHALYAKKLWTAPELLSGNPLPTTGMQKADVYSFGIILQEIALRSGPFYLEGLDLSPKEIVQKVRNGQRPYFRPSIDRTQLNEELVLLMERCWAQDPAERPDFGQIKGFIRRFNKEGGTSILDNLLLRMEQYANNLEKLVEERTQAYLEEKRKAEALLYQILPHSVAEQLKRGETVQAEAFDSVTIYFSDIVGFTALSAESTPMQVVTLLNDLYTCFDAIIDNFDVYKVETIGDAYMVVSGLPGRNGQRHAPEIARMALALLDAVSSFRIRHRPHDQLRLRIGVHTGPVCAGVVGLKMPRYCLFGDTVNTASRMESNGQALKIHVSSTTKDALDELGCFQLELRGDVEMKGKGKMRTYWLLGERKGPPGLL
# DAX1 inh-2: DAX1 (NR0B1) inhibitors, primary screen, cell-based, HEK293, Gal4-DAX1, luciferase luminescence; Nuclear receptor subfamily 0 group B member 1 (Homo sapiens), P51843; HEK293 Gal4-DAX1 luciferase reporter; inhibition, % at 6.75 µM; actives 0.99% (n = 340,000); AID 504766, 2011;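 active = inhibition above the mean over all tested compounds plus 3 SD, cut at about 4.2% in these data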;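 note: 0% = DAX1-transfected cells with DMSO and 100% = empty-vector control cells with DMSO; inhibition shows as a rise in luminescence from relieved DAX1 repression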
# KLK7 zymogen act: proKLK7 zymogen activators, primary screen, biochemical, fluorescence intensity | Kallikrein-7 (Homo sapiens), P49862 | purified proKLK7, EDANS-DABCYL substrate fluorescence; 100% is mature enzyme control, 0% vehicle | activation, % at 7 µM | actives 0.9% (n = 370,000) | AID 652039, 2013;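 active = activation above the mean of all tested compounds plus 3 SD, computed per campaign excluding outliers beyond control limits, cut at about 13% in these data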
# hcDAF12 agonist: H. contortus DAF-12 nuclear receptor activators, primary screen, cell-based, luminescence, HEK293, lit1-tk-luc reporter. activation, % at 6.8 µM. actives 1.4% (n = 370,000). HEK293 hcDAF-12 lit1-tk-luc reporter; 0% DMSO, 100% Δ7-dafachronic acid;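 active = activation above the mean of all tested compounds plus 3 SD, cut at about 5.5% in these data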;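 note: 100% = response to 3 µM Δ7-dafachronic acid high control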
# hgDAF-12 ag: H. glycines DAF-12 receptor agonists, primary screen, cell-based, luminescence, HEK293, GAL4 fusion, UAS-luciferase. Nuclear hormone receptor DAF-12 (Heterodera glycines), GAL4 fusion. HEK293 GAL4-hgDAF12 UAS-luciferase reporter, agonist luminescence; normalized to butyrate control. activation, % at 6.8 µM. actives 1.8% (n = 370,000). AID 687014, 2013;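 active = activation above a cutoff set at the mean of all screened compounds plus 3 SD, cut at about 10% in these data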;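 note: 0% = DMSO wells and 100% = sodium butyrate wells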
# GAA850 FXN act: FXN promoter activators, primary screen, cell-based, luciferase luminescence, HEK293 lucGAA850; HEK293 lucGAA850 FXN promoter luciferase reporter, 24 h; percent of 10 µM SAHA response; activation, % at 6 µM; actives 0.56% (n = 360,000); AID 540364, 2011;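 active = activation above the average of all compounds screened plus 3 SD, cutoff fixed separately per campaign, cut at about 7.5% in these data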;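 note: 0% = DMSO wells and 100% = 10 µM SAHA wells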
# GC-A act: GC-A stimulated cGMP production enhancers – HEK293 GC-A cells, cGMP TR-FRET, EC30 ANP, primary screen; actives 0.14% (n = 370,000); AID 1671463, 2021; activation, % at 10 µM; Atrial natriuretic peptide receptor 1 (Homo sapiens), P16066; 0% at EC30 ANP, 100% saturating ANP; in the data active = activation above about 40%
# * hit, by the source's call; . = no result given. Rows were taken by chance. Share with any hit: about 6.7%.
# Fields: ssDAF12 agonist	DAX1 inh-1	SMARCA2 act	HGIII-sPLA2 inh	NPR2 activator	DAX1 inh-2	KLK7 zymogen act	hcDAF12 agonist	hgDAF-12 ag	GAA850 FXN act	GC-A act
Cc1ccccc1Cn1cc(COC(=O)Nc2ccc(F)cc2)nn1
    -0.3	1.5	-1	-13	2	.	-0.2	2.2	0.5	.	4
CC(C)(C)c1ccc(OCCC(=O)NCC(c2cccs2)N2CCOCC2)cc1 (stereo not given)
    -0.9	1.0	0	-2	5	-0.6	0.7	-2.1	-2.9	2.4	2
O=C(Nc1ccc(F)cc1)c1cnc(-c2ccccc2)nc1-c1ccccc1
    -1.1	-0.1	-3	2	3	0.1	0.6	-0.7	-3.6	-1.1	-1
CCN(CC(=O)Nc1ccc(NC(C)=O)cc1)C(=O)Cc1coc2cc(C)c(C)cc12
    -1.4	0.1	-3	-12	-3	0.9	0.5	-1.9	-3.4	0.0	-4
Cn1c(SCC(=O)NCc2ccco2)nnc1C1CCCC1
    -0.7	-0.2	-3	5	3	0.0	0.3	-0.8	-0.9	-0.8	2
CC1(C)CC(=O)C=C(c2ccc(-c3ccc(OC(F)(F)F)cc3)cc2)C1=O
    -0.9	-1.2	1	-8	3	-0.3	1.0	-2.1	0.8	0.0	10
CCN1C=C(Cc2ccc(OC)cc2)C2=C(C1)C(c1ccc(OC)cc1)C(C#N)=C(N)O2 (stereo not given)
    -1.3	-0.5	1	-10	-1	-1.4	-1.4	0.3	-3.2	-2.5	-1
CCOC(=O)N1CCN(S(=O)(=O)N2CCCC(C(=O)NCCc3ccc(OC)c(OC)c3)C2)CC1 (stereo not given)
    -1.2	-0.1	-1	2	2	0.3	-0.2	-0.6	-0.6	-1.9	1
COc1cc(C(O)c2nc(-c3ccncc3)cs2)ccc1F (stereo not given)
    -2.1	-3.9	-4	11	-1	.	0.2	-1.4	-5.2	0.2	-3
COc1cccc(C(=O)Nc2ccc(NC(=O)C3CC3)cn2)c1
    -0.7	1.6	8.4*	3	0	0.7	-0.1	0.2	7.2	2.1	-5
CCNc1nc(NCC)n2c(SCC(=O)Nc3ccc(NC(C)=O)cc3)nnc2n1
    -0.7	-0.6	-1	0	0	-0.2	1.0	-0.2	1.9	1.3	3
COc1ccc(OC)c(/C=N/c2c(-c3ccc(O)c(OC)c3)nc3ccccn23)c1
    -1.1	0.2	-2	0	8	1.0	-150	0.0	-0.7	2.5	21
CCCCOc1ccc(NC2=NC3(CCCCC3)N=C(N)N2)cc1
    -1.2	-0.4	-2	-8	4	1.7	0.3	-0.4	-0.1	-0.3	2
COc1ccc(C2NC(=O)c3sc4nc(C)c(C(C)=O)c(-c5ccc(Cl)cc5)c4c3N2)cc1 (stereo not given)
    -1.5	-0.3	4	3	31	-0.6	0.2	-1.6	-0.2	0.2	46*
CCn1ccc(-c2ccccc2)c(C#N)c1=O
    -0.9	-0.1	1	-3	.	-0.3	0.8	-1.1	1.9	0.2	.
Cc1cc2nc3c(=O)[nH]c(=O)[nH]c3nc2c([N+](=O)[O-])c1N
    -1.3	0.1	2	-79	6	0.5	0.9	0.3	-0.7	0.7	7
Cc1ccc2nc3c(cc(C(=O)NCCc4ccccc4)c(=N)n3CCCN3CCOCC3)c(=O)n2c1
    -1.4	-0.2	0	2	-3	1.0	17*	-2.1	2.3	-0.9	9
O=C(c1ccc([N+](=O)[O-])cc1)N1CCCC1
    -0.8	-0.7	-5	9	-2	0.0	-0.8	-1.3	1.1	0.1	-1
C=CCNS(=O)(=O)c1ccc2c(c1)n(C)c(=O)n2C
    -0.7	-0.2	6	8	1	-0.1	-0.1	-1.1	-2.8	0.8	0
COc1cc2c(cc1OC)C(c1ccc(Br)cc1)CC(=O)N2 (stereo not given)
    -1.0	0.1	-1	3	-8	2.0	-0.2	-1.3	-1.7	2.9	-2
Cc1oc(-c2ccc(Cl)cc2)nc1CN1CCCC(C(=O)NCCCN2CCCC2=O)C1 (stereo not given)
    -1.3	-1.9	-2	2	3	-4.0	0.6	-3.2	-2.4	1.9	3
CC1(C)CC(Cc2ccc(Cl)nc2)N(C(=O)OC(C)(C)C)C1 (stereo not given)
    0.6	0.1	-2	9	-2	3.9	0.6	0.6	0.1	-3.5	-3
O=C(N/N=C/C(Cl)=C/c1ccccc1)c1cnccn1
    -0.2	1.1	1	8	-5	1.1	-0.2	2.7	4.2	1.6	-4
COc1ccc(-c2c([C@H]3[C@@H]4C=CCC[C@@]4(C)C(=O)N3Cc3ccccc3)ccc3ccccc23)cc1OC
    -1.1	-0.5	-2	-1	-4	-0.1	-0.5	-2.2	-0.7	-2.0	-8
COC(=O)c1ccccc1NC(=O)CC#N
    -1.1	0.3	0	10	-2	-1.0	0.4	0.3	2.4	-0.5	3
c1ccc(CNc2nnnn2-c2ccccc2)cc1
    -1.4	-1.1	-4	0	14	-0.7	-0.7	-2.7	-4.1	0.7	11
Cc1ccc(Cn2c(=N)n(CC(O)c3ccco3)c3ccccc32)cc1 (stereo not given)
    -1.5	-0.5	0	-4	-2	-0.9	-0.1	-2.1	-2.1	2.4	-2
Cc1cc(S(=O)(=O)N2CCN(c3ccccc3O)CC2)c(C)s1
    -1.7	-0.2	-2	0	-6	-0.2	0.2	-0.8	1.2	-0.3	-3
CNC(=O)c1c(Br)cnn1-c1ccc(C)cc1
    -0.7	3.7*	4	-2	3	0.8	-0.5	3.5	12*	3.8	-1
COC(=O)c1sc2cc(C(F)(F)F)cnc2c1-c1ccccc1
    -1.6	-0.5	-1	1	2	0.2	0.0	2.5	-1.7	2.1	2
COc1ccc(CN2CN(S(=O)(=O)c3cccs3)c3nc4ccccc4nc32)cc1
    -0.3	0.6	2	-1	5	2.0	0.2	2.4	13*	5.0	8
CCOC(=O)c1sc(NC(=O)C2C3C=CC(C3)C2C(=O)O)nc1C (stereo not given)
    -1.1	-0.1	-1	-1	3	1.2	0.7	0.3	2.7	1.4	5
N#Cc1cccc(NC(=O)COC(=O)c2ccccc2C(=O)c2ccc(Cl)c([N+](=O)[O-])c2)c1
    -1.4	0.2	6	-6	10	-0.3	0.2	2.1	-2.6	5.1	7
CCOC(=O)Nc1cc(OC)cc2ccc(C)nc12
    0.0	-1.6	-2	-6	-1	2.1	0.0	-0.2	-0.3	-1.3	-5
COc1cccc(C(=O)NC(C)c2ccc(-c3ccccc3)cc2)c1OC (stereo not given)
    -1.2	0.0	0	-13	-3	0.4	-0.2	-0.6	4.1	-1.2	2
CCOc1ccc(C(CC(=O)O)NC(=O)COc2ccccc2)cc1 (stereo not given)
    -0.8	-0.7	-1	-2	6	1.2	0.0	-0.5	-0.6	0.7	-1
COc1ccc(-c2cn(CCO)c(-c3ccncc3)n2)cc1
    -1.0	0.0	2	2	3	0.3	0.0	-1.4	0.2	0.6	2
Cc1cccc(C)c1-n1nnnc1C(c1ccnc2ccccc12)N(CCN(C)C)Cc1ccccc1 (stereo not given)
    -0.2	-1.2	-4	-35	-12	.	0.0	-1.3	-2.4	.	-18
Cc1ccc(-n2nc(C)c(/C=N/NC(=O)c3cccs3)c2Cl)cc1
    -0.9	0.7	5	-4	-1	2.3	-0.3	0.0	8.2	-0.4	2
CCn1c(SCC(=O)OC)nc2sc3c(c2c1=O)CCC3
    -0.8	0.6	-2	4	-4	1.6	-0.1	-1.3	-3.6	5.6	3
Cc1cc(=O)[nH]c(SCC(=O)NCc2ccco2)n1
    -0.9	-0.4	1	1	3	0.8	0.6	-2.2	-2.2	-2.6	-1
OC[C@@H]1CN(Cc2ccc3c(c2)OCO3)C[C@H](n2cnc3c(NC4CCC4)ncnc32)O1
    -1.2	-0.8	-3	-1	0	.	-0.8	-0.8	3.1	0.9	-3
Cn1c(COc2ccccc2)nnc1SCCN1CCOCC1
    -1.4	0.0	2	4	-2	0.2	-0.4	0.3	-1.1	-0.9	1
O=C(CSc1nc(C2CCCCC2)nc2ccccc12)N1CCCC1
    -2.3	-0.6	-1	3	-5	-0.9	0.2	-3.3	-1.3	3.1	-5
O=C(NCCN1CCOCC1)c1ccc(CS(=O)(=O)c2c(Cl)cccc2Cl)o1
    -1.1	0.2	-1	-4	2	7.2*	0.7	-2.3	-2.1	-2.4	4
CC(C)OCCCNC(=O)c1cccc2c1C(=O)c1ccc(Cl)cc1S2(=O)=O
    -1.1	-0.7	0	-2	-1	-0.7	-0.6	-0.2	0.3	0.4	2
O=C1CC2(CCN(C(=O)c3cccc([N+](=O)[O-])c3)CC2)Oc2ccccc21
    -1.2	0.4	-2	2	-2	-0.1	0.7	-0.6	-2.1	0.5	1
COc1cccc(N2CCN(C(=S)Nc3ccccc3)CC2)c1
    -1.4	-0.2	1	12	7	-0.4	-0.2	-1.9	0.9	-0.8	1
CCNC(=O)c1c(O)c2ccccc2[nH]c1=O
    -2.0	0.8	-2	5	-3	-1.5	10.0	-0.9	2.8	5.5	7
Cc1ccc(-c2nc(C#N)c(N3CCC(C)CC3)o2)cc1
    -1.1	-0.3	-2	3	-1	-0.7	-3.2	-0.4	0.6	2.6	2

# (more compounds)
# Fields: ssDAF12 agonist	DAX1 inh-1	SMARCA2 act	HGIII-sPLA2 inh	NPR2 activator	DAX1 inh-2	KLK7 zymogen act	hcDAF12 agonist	hgDAF-12 ag	GAA850 FXN act	GC-A act
CCCCc1nc2ccc(S(=O)(=O)O)cc2[nH]1
    0.2	0.7	-2	3	-3	0.8	0.3	-1.2	-1.4	2.6	3
CC(C)c1ccc(-c2c(C#N)c(N)nc(SCC(=O)N3CCCCCC3)c2C#N)cc1
    -1.4	0.1	-1	-2	5	.	0.5	-1.3	0.7	.	29
COC(=O)C1OCOC2C(C(=O)OC)OCOC12 (stereo not given)
    -0.4	-1.1	-4	12	-1	0.2	0.5	-0.9	2.1	2.1	1
CNc1ccccc1C(=O)OCC(=O)N1CCc2ccccc2C1
    -1.2	0.6	-1	1	0	0.2	1.6	0.2	1.9	2.1	4
